High-throughput results: PubChem BioAssay, Broad Institute
EZH2 inh: blocks human EZH2/PRC2 H3K27 methylation. DELFIA TRF, 1 h. inhibition, % at 12.5 µM. Q15910. actives 0.35% (n = 57,000);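 active = mean inhibition of replicates at least 50% and every single replicate also reaching 50%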;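 note: dimethyl H3K27 on biotinylated H3 21-44 peptide detected by antibody; plate controls were median neutral control wells for no effect and median positive control wells for full effect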
IDH1 mut inh: inhibitors of human IDH1 R132H; IDH1 R132H reductase, diaphorase/resazurin fluorescence, 60 min; AID 624101; actives 0.18% (n = 70,000); inhibition, % at 10 µM; in the data active = inhibition above about 34%;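 note: 0% = DMSO and 100% = no enzyme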
Target sequence (O75874 whole entry R132H): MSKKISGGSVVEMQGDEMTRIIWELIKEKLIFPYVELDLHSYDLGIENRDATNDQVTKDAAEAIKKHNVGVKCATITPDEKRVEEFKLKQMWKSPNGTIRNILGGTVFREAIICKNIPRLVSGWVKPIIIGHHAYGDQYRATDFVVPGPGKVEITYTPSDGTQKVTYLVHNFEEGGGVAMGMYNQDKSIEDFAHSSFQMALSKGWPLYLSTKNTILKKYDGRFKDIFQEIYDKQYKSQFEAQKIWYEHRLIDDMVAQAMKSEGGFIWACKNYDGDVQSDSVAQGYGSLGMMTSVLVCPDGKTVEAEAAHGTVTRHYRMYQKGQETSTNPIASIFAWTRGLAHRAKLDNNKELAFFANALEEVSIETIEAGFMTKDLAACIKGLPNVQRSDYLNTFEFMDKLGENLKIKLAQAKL
Active calls of the source: *; nt = not tested or not shown. Only part of the results is shown; rates above refer to the full screens.

SMILES	EZH2 inh	IDH1 mut inh
C[C@@H]1CCCCO[C@H](CN(C)C(=O)Nc2ccc3c(c2)OCO3)[C@H](C)CN([C@@H](C)CO)C(=O)c2cc(NC(=O)c3ccccc3)ccc2O1	nt	-0.8
CCCN1C[C@@H](C)[C@H](OC)CN(C)C(=O)c2ccc(NS(=O)(=O)c3cn(C)cn3)cc2OC[C@@H]1C	0	0.3
O=C(C[C@H]1C=C[C@H](NC(=O)Nc2ccc3c(c2)OCO3)[C@@H](CO)O1)NCc1ccc2c(c1)OCO2	0	0.1
C[C@H]1CN([C@@H](C)CO)S(=O)(=O)c2ccc(C3=CCCCC3)cc2O[C@H]1CN(C)C(=O)c1ccncc1	-3	7.4
CCCC#Cc1ccc2c(c1)O[C@@H](CN(C)C(=O)c1ccccn1)[C@@H](C)CN([C@H](C)CO)S2(=O)=O	0	-5.0
COCC#Cc1cnc2c(c1)C(=O)N([C@H](C)CO)C[C@@H](C)[C@H](CN(C)C(=O)Cc1ccncc1)O2	nt	1.4
C[C@@H]1CCCCO[C@H](CN(C)C(=O)C2CCCCC2)[C@H](C)CN([C@H](C)CO)C(=O)c2cc(NC(=O)c3ccncc3)ccc2O1	3	1.3
O=C(C[C@@H]1C[C@@H]2c3cc(NC(=O)c4ccc5c(c4)OCO5)ccc3O[C@@H]2[C@H](CO)O1)NCc1ccccn1	-1	-0.7
O=C(NCC[C@@H]1CC[C@@H](NS(=O)(=O)c2ccccc2)[C@@H](CO)O1)c1ccc2c(c1)OCO2	5	0.6
COCC(=O)N[C@H]1C=C[C@@H](CC(=O)NCc2ccc(Cl)cc2)O[C@@H]1CO	5	0.6
CN(C)C(=O)C[C@@H]1C=C[C@H](NC(=O)NC2CCCCC2)[C@H](CO)O1	-10	0.0
O=C(Cn1ccc([N+](=O)[O-])n1)NCc1ccccc1	1	-0.3
COc1cccc(C(=O)Nc2ccc3c(c2)C(=O)N(C)C[C@@H](OC)[C@@H](C)CN[C@@H](C)CO3)c1	3	-0.1
CO[C@@H]1CN(C)C(=O)c2ccc(NS(=O)(=O)c3ccccc3)cc2OC[C@H](C)N(Cc2nccs2)C[C@@H]1C	3	-0.1
C[C@@H]1CN([C@@H](C)CO)C(=O)Cc2cc(NC(=O)NC3CCCCC3)ccc2O[C@@H]1CN(C)C(=O)Nc1ccc2c(c1)OCO2	nt	-1.7
C[C@@H]1CN([C@@H](C)CO)C(=O)c2cc(NS(C)(=O)=O)ccc2O[C@H]1CN(C)C(=O)Nc1ccc(F)cc1	3	0.7
CO[C@H]1CN(C)C(=O)c2ccc(NC(=O)Nc3cc(Cl)cc(Cl)c3)cc2OC[C@H](C)NC[C@H]1C	-37	0.2
COc1ccc(S(=O)(=O)Nc2ccc3c(c2)CC(=O)N([C@@H](C)CO)C[C@H](C)[C@H](CN(C)S(=O)(=O)c2ccc(Cl)cc2)O3)cc1	nt	0.6
C[C@@H]1CN([C@@H](C)CO)C(=O)Cc2cc(NC(=O)CCC(F)(F)F)ccc2O[C@H]1CN(C)S(=O)(=O)c1ccc(Cl)cc1	-17	0.3
Cc1ccc(S(=O)(=O)Nc2ccc3c(c2)C(=O)N([C@@H](C)CO)C[C@@H](C)[C@H](CN(C)Cc2ccncc2)OCCCC[C@H](C)O3)cc1	nt	4.7
CC(C)NC(=O)Nc1ccc2c(c1)C(=O)N([C@H](C)CO)C[C@H](C)[C@H](CN(C)C(=O)Nc1ccccc1)O2	6	0.5
C[C@@H]1CN([C@H](C)CO)C(=O)c2cc(-c3ccccc3F)cnc2O[C@@H]1CN(C)C(=O)NC1CCCCC1	-12	nt
Cc1ccc(S(=O)(=O)Nc2ccc3c(c2)C(=O)N([C@H](C)CO)C[C@H](C)[C@@H](CN(C)S(=O)(=O)c2ccccc2)OCCCC[C@@H](C)O3)cc1	nt	-2.9
C[C@H]1CN([C@@H](C)CO)C(=O)c2cc(-c3cccnc3)cnc2O[C@@H]1CN(C)C(=O)NC1CCCC1	7	-0.8
COC(=O)c1ccccc1NC(=O)CNC(=O)c1ccc(Cl)cc1Cl	8	0.7
Carrying on:
SMILES	EZH2 inh	IDH1 mut inh
O=C(O)C(O)Cc1c[nH]c2ccccc12 (centres undefined)	11	0.6
CCN(CC(=O)Nc1cccc(SC)c1)S(=O)(=O)c1ccc2ccccc2c1	36	-0.1
C[C@@H]1CCCCO[C@@H](CN(C)C(=O)CCCN(C)C)[C@@H](C)CN([C@@H](C)CO)C(=O)c2cc(NS(=O)(=O)c3cccs3)ccc2O1	nt	6.2
CC(C)CC#Cc1cnc2c(c1)C(=O)N([C@H](C)CO)C[C@@H](C)[C@@H](CN(C)C(=O)Cc1ccccc1)O2	4	-1.1
C[C@H]1CN([C@@H](C)CO)S(=O)(=O)c2ccc(C#Cc3ccccc3)cc2O[C@@H]1CN(C)S(C)(=O)=O	nt	-2.9
O=C(C[C@H]1CC[C@H](NC(=O)Nc2ccc(C(F)(F)F)cc2)[C@@H](CO)O1)NCc1cc(F)cc(F)c1	5	-0.3
O=C(Cc1ccccn1)N[C@@H]1CC[C@@H](CCn2cc(-c3ccccc3)nn2)O[C@@H]1CO	-12	0.0
O=C1O[C@@H](c2ccccc2)[C@@H](c2ccccc2)N2[C@@H](c3ccc(O)cc3)[C@]3(C(=O)Nc4ccccc43)[C@@H](C(=O)NC[C@H](O)c3ccccc3)[C@H]12	-15	nt
CO[C@H]1CN(C)C(=O)c2ccc(NC(=O)c3cc(C)on3)cc2OC[C@H](C)N(C(C)=O)C[C@H]1C	2	0.0
C[C@@H]1CN([C@@H](C)CO)C(=O)c2cc(NC(=O)Cn3cnnn3)ccc2O[C@@H]1CN(C)Cc1ccc2c(c1)OCO2	nt	-0.4
Cc1ccc(S(=O)(=O)N(C)C[C@@H]2OCCCC[C@H](C)Oc3ccc(NS(=O)(=O)c4ccc(F)cc4)cc3C(=O)N([C@H](C)CO)C[C@H]2C)cc1	nt	1.5
Cc1noc(C)c1S(=O)(=O)Nc1ccc2c(c1)C(=O)N([C@@H](C)CO)C[C@H](C)[C@H](CN(C)C(=O)Nc1ccccc1)O2	nt	-0.5
C[C@H](CO)N1C[C@H](C)[C@@H](CN(C)C(=O)c2cnccn2)Oc2cc(C3=CCCC3)ccc2S1(=O)=O	-12	0.1
CO[C@H]1CN(C)C(=O)c2ccc(NC(=O)c3ccccc3F)cc2OC[C@@H](C)N(C(=O)c2ccccc2F)C[C@@H]1C	0	-0.2
C[C@@H]1CN([C@@H](C)CO)C(=O)c2cc(NS(=O)(=O)c3ccc(F)cc3)ccc2O[C@@H](C)CCCCO[C@@H]1CN(C)C(=O)c1ccccc1	nt	1.2
COCC#Cc1ccc2c(c1)O[C@H](CN(C)C(=O)CC1CC1)[C@@H](C)CN([C@@H](C)CO)S2(=O)=O	-11	0.1
COc1ccc(S(=O)(=O)Nc2ccc3c(c2)C(=O)N([C@@H](C)CO)C[C@@H](C)[C@@H](CN(C)C(=O)C2CCCCC2)OCCCC[C@H](C)O3)cc1	nt	-4.0
O=C(Nc1ccc2c(c1)[C@@H]1C[C@H](CC(=O)N3CCCCC3)O[C@H](CO)[C@@H]1O2)Nc1ccccc1F	7	-2.9
CCCNC(=O)Nc1ccc2c(c1)C(=O)N(C)C[C@H](OC)[C@H](C)CN[C@H](C)CO2	-1	0.0
COc1ccc(NC(=O)N(C)C[C@@H]2Oc3c(NC(=O)C4CCOCC4)cccc3C(=O)N([C@@H](C)CO)C[C@H]2C)cc1	-16	nt
C[C@@H]1CN([C@@H](C)CO)C(=O)c2cc(NC(=O)Cc3cn(C)c4ccccc34)ccc2O[C@H]1CN(C)C	nt	-3.4
C[C@@H]1CCCCO[C@H](CN(C)Cc2ccc3c(c2)OCO3)[C@@H](C)CN([C@H](C)CO)C(=O)c2cc(NS(=O)(=O)c3cccs3)ccc2O1	nt	0.9
COCC(=O)N1C[C@@H](C)[C@H](OC)CN(C)C(=O)c2cc(NC(=O)C3CCC3)ccc2OC[C@@H]1C	0	-0.2
Cc1noc(C)c1NC(=O)Nc1ccc2c(c1)CC(=O)N([C@H](C)CO)C[C@H](C)[C@@H](CN(C)S(=O)(=O)c1cccs1)O2	nt	-0.5
COc1ccc(NC(=O)N(C)C[C@@H]2Oc3ccc(NS(=O)(=O)c4ccccc4)cc3C(=O)N([C@@H](C)CO)C[C@@H]2C)cc1	nt	0.5
Next records:
SMILES	EZH2 inh	IDH1 mut inh
Cc1cc(C(F)(F)F)nc2snc(Br)c12	2	-0.1
C[C@H]1CN([C@@H](C)CO)S(=O)(=O)c2ccc(-c3ccncc3)cc2O[C@@H]1CN(C)C(=O)CN(C)C	-16	1.3
CCC(=O)Nc1ccc2c(c1)C(=O)N(C)C[C@@H](OC)[C@H](C)CN(CCc1ccccc1)[C@H](C)CO2	-7	-0.9
C[C@@H]1CN([C@H](C)CO)C(=O)Cc2cc(NC(=O)Nc3ccc4c(c3)OCO4)ccc2O[C@H]1CN(C)CC1CC1	-8	-0.4
O=C(C[C@H]1C[C@@H]2c3cc(NC(=O)Nc4ccc(C(F)(F)F)cc4)ccc3O[C@@H]2[C@@H](CO)O1)NCc1cccnc1	-7	0.8
Cc1ccccc1S(=O)(=O)N[C@@H]1CC[C@@H](CCNS(=O)(=O)c2cccc(F)c2)O[C@H]1CO	-10	-0.2
Cc1ccc(C(C)C)c(OCc2ccc(C(=O)Nc3sc4c(c3C#N)CCCC4)o2)c1	-5	-0.4
COCC(=O)N(C)C[C@H]1Oc2cc(-c3ccc(F)cc3)ccc2S(=O)(=O)N([C@H](C)CO)C[C@@H]1C	nt	-0.2
COc1cccc(NC(=O)CCC(=O)O)c1	12	0.1
CC(C)C#Cc1ccc2c(c1)O[C@@H](CN(C)S(C)(=O)=O)[C@H](C)CN([C@@H](C)CO)S2(=O)=O	1	-0.4
COc1ccc(CN(C)C[C@H]2Oc3ccc(NC(=O)Nc4cccc5ccccc45)cc3CC(=O)N([C@H](C)CO)C[C@H]2C)cc1	1	nt
C[C@@H]1CN([C@@H](C)CO)S(=O)(=O)c2ccc(C#CC3(O)CCCC3)cc2O[C@@H]1CN(C)C	0	0.3
C[C@@H]1CN([C@@H](C)CO)C(=O)c2cc(-c3ccccc3F)cnc2O[C@H]1CN(C)C(=O)C1CCCCC1	nt	0.0
CO[C@@H]1CN(C)C(=O)c2cc(NC(=O)Nc3ccccc3)ccc2OC[C@@H](C)N(C(=O)CN(C)C)C[C@H]1C	0	0.1
Cc1ccc(S(=O)(=O)N[C@@H]2CC[C@@H](CC(=O)NCCCN(C)C)O[C@H]2CO)cc1	-4	0.1
COc1ccc(S(=O)(=O)N[C@H]2CC[C@H](CC(=O)N3CCN(c4ccccc4)CC3)O[C@@H]2CO)cc1	3	-0.2
COCC#Cc1cnc2c(c1)C(=O)N([C@@H](C)CO)C[C@H](C)[C@@H](CN(C)C)O2	7	3.3
Cc1noc(C)c1NC(=O)Nc1ccc2c(c1)C(=O)N([C@@H](C)CO)C[C@@H](C)[C@@H](CN(C)Cc1ccncc1)O2	-4	3.9
CCS(=O)(=O)Nc1ccc2c(c1)C(=O)N(C)C[C@@H](OC)[C@@H](C)CN(CC1CCCC1)[C@@H](C)CO2	9	nt
O=C(C[C@@H]1C=C[C@@H](NS(=O)(=O)c2ccc(F)cc2)[C@@H](CO)O1)N1CCN(c2ccccc2)CC1	2	0.0
CO[C@H]1CN(C)C(=O)c2cc(NC(=O)c3ccc(F)cc3)ccc2OC[C@@H](C)N(C(C)=O)C[C@H]1C	-19	0.2
CC(C)[C@H](C)NC(=O)N(C)C[C@@H]1OCc2ccccc2-c2ccccc2C(=O)N([C@H](C)CO)C[C@@H]1C	7	-5.4
Cc1noc(C)c1NC(=O)Nc1ccc2c(c1)C(=O)N([C@@H](C)CO)C[C@@H](C)[C@H](CN(C)C(=O)NC1CCCCC1)OCCCC[C@@H](C)O2	nt	0.6
CCC(=O)N(C)C[C@@H]1Oc2cc(C#C[C@H](C)O)ccc2S(=O)(=O)N([C@H](C)CO)C[C@H]1C	1	2.7
C[C@H]1CN([C@@H](C)CO)C(=O)Cc2cc(NC(=O)CCC(F)(F)F)ccc2O[C@@H]1CN(C)C(=O)Nc1ccc(C(F)(F)F)cc1	nt	-0.1
O=C(CCN1CCCCC1)N[C@@H]1CC[C@H](CCn2cc(-c3ccc(F)cc3)nn2)O[C@@H]1CO	-2	0.0
C[C@H](CO)N1C[C@H](C)[C@H](CN(C)C(=O)Nc2ccccc2)Oc2ccc(NC(=O)NC3CCCCC3)cc2C1=O	17	-1.0
O=C(N[C@@H]1CC[C@H](CCNS(=O)(=O)c2ccc(Cl)cc2)O[C@H]1CO)c1cccnc1	-5	0.3
